Screens deposited in PubChem by The Scripps Research Institute Molecular Screening Center.
IDE cell activ = activators of human insulin-degrading enzyme in cells; P14735; HEK cells, FAbeta-B cleavage, fluorescence polarization; 0% vehicle, 100% cell-free pure enzyme wells; activation, % at 5.96 µM; 0.073% of 340,000 active; AID 493087;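 active = activation above the mean of all tested compounds plus 3 SD, set per screening campaign, cut at about 17% in these data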
Target sequence (P14735 whole entry, looked up): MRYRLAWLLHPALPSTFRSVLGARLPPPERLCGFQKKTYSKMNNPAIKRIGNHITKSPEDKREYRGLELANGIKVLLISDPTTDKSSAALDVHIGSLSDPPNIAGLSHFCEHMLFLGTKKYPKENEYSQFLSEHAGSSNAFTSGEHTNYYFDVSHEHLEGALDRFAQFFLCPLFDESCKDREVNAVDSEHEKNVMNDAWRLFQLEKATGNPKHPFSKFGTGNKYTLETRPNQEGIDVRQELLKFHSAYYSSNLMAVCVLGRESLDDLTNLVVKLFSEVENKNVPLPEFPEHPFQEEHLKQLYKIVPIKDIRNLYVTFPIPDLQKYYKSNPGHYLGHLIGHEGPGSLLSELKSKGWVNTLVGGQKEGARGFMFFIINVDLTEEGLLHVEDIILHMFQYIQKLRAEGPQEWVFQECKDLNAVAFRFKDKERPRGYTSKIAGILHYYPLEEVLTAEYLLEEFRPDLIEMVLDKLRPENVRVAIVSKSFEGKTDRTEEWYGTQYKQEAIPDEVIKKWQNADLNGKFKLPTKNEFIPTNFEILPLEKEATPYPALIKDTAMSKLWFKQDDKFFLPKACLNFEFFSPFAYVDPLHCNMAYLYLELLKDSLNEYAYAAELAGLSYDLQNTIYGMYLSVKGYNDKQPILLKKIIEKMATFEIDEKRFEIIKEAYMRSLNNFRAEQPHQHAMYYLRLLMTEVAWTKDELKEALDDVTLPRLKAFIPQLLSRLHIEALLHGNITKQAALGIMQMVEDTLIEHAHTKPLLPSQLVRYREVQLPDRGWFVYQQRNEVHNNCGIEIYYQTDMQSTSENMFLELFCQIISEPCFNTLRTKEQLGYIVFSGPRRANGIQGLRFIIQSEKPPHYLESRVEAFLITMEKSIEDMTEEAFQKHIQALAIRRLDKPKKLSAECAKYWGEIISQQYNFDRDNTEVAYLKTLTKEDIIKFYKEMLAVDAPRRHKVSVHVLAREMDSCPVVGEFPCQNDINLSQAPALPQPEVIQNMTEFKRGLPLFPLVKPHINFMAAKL
The depositor's hits bear a star.

#	smiles	IDE cell activ
1	COc1ccc(C(CNC(=O)c2cccc(NC(=O)c3cccs3)c2)N2CCCC2)cc1 (configuration not stated)	4
2	COc1ccc(S(=O)(=O)N2CCCCCC2)cc1NC(=O)CCc1cc(OC)c(OC)c(OC)c1	-6
3	COc1ccc(C2(C)NC(=O)N(CC(=O)N(c3ccccc3)C3CCS(=O)(=O)C3)C2=O)cc1 (configuration not stated)	1
4	CCOC(Cn1cc([N+](=O)[O-])c(=O)[nH]c1=O)OCC	6
5	CC(NC(=O)c1ccccc1F)c1cccc2ccccc12 (configuration not stated)	2
6	COc1ccc(NC(=O)Cc2ccsc2)cc1S(=O)(=O)N1CCOCC1	4
7	COc1ccc(S(=O)(=O)N2CCN(C(=O)c3ccccn3)CC2)cc1	5
8	O=C(OCc1c(-c2ccccc2)ncc2ccccc12)c1ccccc1C(F)(F)F	2
9	COc1ccc(CNC(=O)C[C@H]2C[C@H](C(=O)N(C(C)C)C(C)C)[C@@]3(C)c4[nH]c5ccc(Cl)cc5c4CCN3C2=O)cc1OC	0
10	Cn1c(N)c(C(=O)COC(=O)c2ccccc2C(F)(F)F)c(=O)n(C)c1=O	1
11	O=C(COC(=O)CCN1C(=O)C2CC=CCC2C1=O)NCCc1ccc(F)cc1 (configuration not stated)	3
12	CCOc1ncccc1C(=O)Nc1cccc(S(=O)(=O)N2CCOCC2)c1	2
13	CC(OC(=O)/C=C/c1ccc2ccccc2n1)C(=O)NCc1ccccc1 (configuration not stated)	3
14	OCC1OC(O)CC(O)C1O (configuration not stated)	-1
15	C=CCN1c2ccc(Br)cc2C(=O)CS1(=O)=O	-1
16	Cc1ccc(S(=O)(=O)N2C[C@@H]3[C@H]4CC[C@H](C4)[C@@H]3[C@@H](C)[C@@H]2c2ccco2)cc1	5
17	Cc1[nH]c2ccc(C(=O)OC(C)C(=O)N(C)C3CCCCC3)cc2c1C (configuration not stated)	-2
18	Cc1ccc(CNC(=O)COC(=O)c2cc(C)oc2C)cc1	-2
19	Cc1ccc(C(C)C)cc1OCC(=O)NCCCn1ccnc1	1
20	CC(=O)c1ccc(OCCCC(=O)N(CCC2=CCCCC2)c2c(N)n(Cc3ccccc3)c(=O)[nH]c2=O)cc1	8
21	COCCCN(C(=O)Cc1csc(-c2cccc(Cl)c2)n1)c1c(N)n(Cc2ccccc2)c(=O)[nH]c1=O	-1
22	Cc1cc(C(=O)COC(=O)COc2ccccc2C#N)c(C)n1CC1CCCO1 (configuration not stated)	0
23	Cc1ccc(S(=O)(=O)N2CCOCC2)cc1NC(=O)COC(=O)c1ccc(Cl)s1	3
24	Cc1ccc2c(C)nc(Nc3nc(CSc4nc5ccccc5s4)cc(=O)[nH]3)nc2c1	-8
25	Cc1nn(CSc2c(F)c(F)c(F)c(F)c2F)c(C)c1[N+](=O)[O-]	-1
26	O=[N+]([O-])c1ccc(S(=O)(=O)NN=C2CCCCC2)cc1	5
27	CC(Sc1ccc(S(=O)(=O)N2CCOCC2)cn1)c1ccccc1Cl (configuration not stated)	-7
28	Cn1c(N)c(C(=O)CSc2nc(C3CC3)n(-c3ccccc3)n2)c(=O)n(C)c1=O	-3
29	Cc1ccc(-c2nnc(SCC(=O)NCC3CCCO3)nc2-c2ccc(C)cc2)cc1 (configuration not stated)	-2
30	CC(=O)Nc1ccc(SCC(=O)NNC(=O)CN(C)S(=O)(=O)c2ccc(C)cc2)cc1	-1
31	CC1CCN(C(=O)CN2C(=O)C(=O)N(C(C)C)C2=O)c2ccccc2S1 (configuration not stated)	-7
32	O=C(COC(=O)c1ccc(Cl)nc1)Nc1ccc2c(c1)CCC2	0
33	O=C1CCc2cc(S(=O)(=O)Nc3ccccc3Cl)ccc2N1	2
34	CC1CCN(S(=O)(=O)c2ccc(C(=O)N(C)C3CCS(=O)(=O)C3)cc2)CC1 (configuration not stated)	0
35	Nc1ccc(S(=O)(=O)NCC(=O)OCCOc2ccccc2)cc1[N+](=O)[O-]	4
36	Cc1cccc(C2=NN(c3ccccc3)[C@@H](C(=O)N3CCOC3=O)[C@@H]2C)c1	1
37	CCN(CC(=O)Nc1ccc(OC)cc1)C(=O)c1ccc(N2C(=O)CCC2=O)cc1	3
38	CC(C)(C)OC(=O)C[C@@H]1C/C=C\C[C@H](CC(=O)N(CCO)Cc2ccccc2)C(=O)N[C@@H](c2ccccc2)COC1=O	3
39	Cc1ccc(C(=O)OCc2nnc(-c3ccccc3)o2)cc1S(=O)(=O)N1CCOCC1	-5
40	Cc1noc(C)c1C(=O)OCC(=O)Nc1ccc(N2CCOCC2)cc1	5
41	Cc1ccccc1C(=O)NCC(=O)OC(C)C(=O)Nc1cccc(S(=O)(=O)N2CCOCC2)c1 (configuration not stated)	-2
42	CCC(=O)NC(c1cc(Cl)c2cccnc2c1O)C(C)C (configuration not stated)	3
43	CCc1nc(N)nc(N)c1-c1ccc(Cl)c([N+](=O)[O-])c1	3
44	CC(C)CN(C(=O)C1=NN(c2ccccc2)C(=O)CC1)c1c(N)n(Cc2ccccc2)c(=O)[nH]c1=O	3
45	CC1O[C@@H]2O[C@](O[C@H](C)CC[C@@H](C)O)(c3ccccc3)O[C@@H]2C[C@H]1O (some centres not stated)	-1
46	CC(C)(C)S(=O)(=O)N1Cc2cc(=O)n(Cc3ccccc3)c(CCO)c2[C@H]1CCO	6
47	CCCCCCCCNS(=O)(=O)CCNCCc1ccccc1	7
48	C=CCNc1oc(-c2ccc(-c3ccccc3)cc2)nc1C#N	-1
49	CN(C)C(=O)c1ccc(NC(=O)COC(=O)c2cc3c(s2)CCCCC3)cc1	-1
50	O=C(COC(=O)c1cc([N+](=O)[O-])ccc1N1CCCC1)Nc1ccccc1OC(F)F	2
51	CCN(C(=O)CN1C(=O)NC2(CCc3ccccc32)C1=O)C1CCCCC1 (configuration not stated)	6
52	C[C@H](CO)N1C[C@H](C)[C@@H](CN(C)C(=O)Nc2ccc3c(c2)OCO3)Oc2ccc(NC(=O)C3CCCCC3)cc2C1=O	1
53	OCC(O)C1OC(c2ccco2)OC(CO)C1O (configuration not stated)	4
54	CC(C(=O)Nc1nccs1)N1C(=O)c2ccccc2S1(=O)=O (configuration not stated)	6
55	NCc1cccc(CNc2ccc([N+](=O)[O-])cc2C(N)=O)c1	1
56	CCOc1ccc(NC(=O)CN(C)C(=O)CC2CCCCC2)cc1OCC	1
57	O=C(C[C@H]1C/C=C\C[C@@H](Cc2ccc(F)cc2)C(=O)O[C@H](c2ccccc2)CNC1=O)N[C@@H](CO)Cc1ccccc1	3
58	O=C1CN(C(=O)COc2ccccc2Cl)c2ccccc2N1	-5
59	Fc1ccccc1CSc1ncnc2c1ncn2C1CCCO1 (configuration not stated)	0
60	Cc1ccccc1NC(=O)NCc1ccccn1	1

Some of the entries above, set out differently.
entry	IDE cell activ	structure
30	-1	CC(=O)Nc1ccc(SCC(=O)NNC(=O)CN(C)S(=O)(=O)c2ccc(C)cc2)cc1
31	-7	CC1CCN(C(=O)CN2C(=O)C(=O)N(C(C)C)C2=O)c2ccccc2S1 (configuration not stated)
32	0	O=C(COC(=O)c1ccc(Cl)nc1)Nc1ccc2c(c1)CCC2
33	2	O=C1CCc2cc(S(=O)(=O)Nc3ccccc3Cl)ccc2N1

Quoted at random: 2 records from the list.
#	smiles	IDE cell activ
44	CC(C)CN(C(=O)C1=NN(c2ccccc2)C(=O)CC1)c1c(N)n(Cc2ccccc2)c(=O)[nH]c1=O	3
40	Cc1noc(C)c1C(=O)OCC(=O)Nc1ccc(N2CCOCC2)cc1	5

(more compounds)
#	smiles	IDE cell activ
61	Cc1noc(C)c1CSCC(=O)N(C)CC(=O)Nc1ccccc1Br	-1
62	CCn1nc(C(=O)NNC(=O)C(Cc2ccccc2)NC(N)=O)c2ccccc2c1=O (configuration not stated)	2
63	COc1ccc(OCCCC(=O)ON=C(N)c2ccccc2Cl)cc1	4
64	Cc1ccc(S(=O)(=O)N2CC=C(N)N2)cc1	4
65	CCc1nnc(NC(=O)[C@@H](NS(=O)(=O)c2ccc3c(c2)OCCO3)C(C)C)s1	3
66	CN(Cc1ccccc1)C(=O)c1cccc(NC(=O)Cc2ccc(NC(=O)C3CCCN(C(=O)CCc4ccccc4)C3)cc2)c1 (configuration not stated)	4
67	CCCCc1nnc(NC(=O)CN2C(=O)C3CCCCC3C2=O)s1 (configuration not stated)	8
68	Cc1ccc([C@@H]2CC=C(C(=O)O)[C@H](c3ccccc3F)N2S(=O)(=O)c2ccc(C)cc2)cc1	1
69	COc1cccc(NC(=O)CN(C)C(=O)c2ccc(NC(=O)CC3SC(N4CCCCC4)=NC3=O)cc2)c1 (configuration not stated)	5
70	CC(OC(=O)Cn1cnc2c1c(=O)n(C)c(=O)n2C)C(=O)Nc1ccc(Cl)cc1 (configuration not stated)	5
71	O=C(OCc1ccc([N+](=O)[O-])cc1)c1cc(S(=O)(=O)N2CCCCC2)ccc1N1CCOCC1	1
72	Cc1ccc(C)c(OCC(=O)NNC(=O)CCN2CCN(c3ccccc3)CC2)c1	1
73	C=CC[C@@H](CC(=O)N(CCO)Cc1ccccc1)C(=O)NC[C@H](OC(=O)[C@@H](CC=C)CC(=O)OC(C)(C)C)c1ccccc1	2
74	CCC1(c2ccccc2)NC(=O)N(CC(=O)Nc2ccccc2C(=O)NC2CCCC2)C1=O (configuration not stated)	8
75	CC(=O)c1c(C)[nH]c(C(=O)OCC(=O)Nc2c(C)cccc2C)c1C	-1
76	CNC(=O)NC(=O)CSc1ccc(S(=O)(=O)N(C)C2CCCCC2)cn1	-4
77	CCCCn1c(N)c(N(CCOC)C(=O)CC(NC(=O)c2ccccc2)c2ccccc2)c(=O)[nH]c1=O (configuration not stated)	-1
78	O=C(NCCC1=CCCCC1)c1c(O)nc2sccn2c1=O	0
79	CC(Oc1cccc(Cl)c1)C(=O)Nc1ccc(S(=O)(=O)Nc2ncccn2)cc1 (configuration not stated)	-4
80	NNC(=O)CC1=NNC(=O)C1	2
81	Cc1ccc(N(Cc2ccccc2)C(=O)c2cccc(S(=O)(=O)N3CCN(C)CC3)c2)cc1	4
82	Cn1nc(C(=O)OCC(=O)Nc2ccc(SC(F)F)cc2)c2ccccc2c1=O	0
83	CN(CC(=O)Nc1ccccc1C(F)(F)F)C(=O)C1CCN(C(=O)c2ccc(Cl)cc2)CC1	-1
84	O=C(N[C@@H](CCC/[N+]([O-])=C/c1ccccc1)C(=O)O)OCc1ccccc1	5
85	Nc1c(C(=O)CSc2n[nH]c(-c3ccccc3)n2)c(=O)[nH]c(=O)n1C1CC1	5
86	CCC1(CC)NC(=O)N(CC(=O)Nc2ccc(-n3cnnn3)cc2)C1=O	-1
87	COc1ccc(CC(=O)OCC(=O)Nc2cccc(C(C)=O)c2)cc1OC	2
88	CCOC(=O)[C@@H](C)NS(=O)(=O)N(Cc1ccccc1)[C@H](C(=O)OC)C(C)C	2
89	COc1ccc(N2CCN(S(=O)(=O)c3c[nH]c(=O)[nH]c3=O)CC2)cc1	1
90	CCCCn1c(N)c(N(CCC(C)C)C(=O)COC(=O)c2cccnc2Cl)c(=O)[nH]c1=O	-1
91	CN(C(=O)c1cccc(NC(=O)Cc2ccc(NC(=O)C3CCCN(C(=O)C4CCCC4)C3)cc2)c1)C1CCCCC1 (configuration not stated)	2
92	Nc1cc2c(cc1Br)-c1ccc(F)cc1C2O (configuration not stated)	0
93	CCOC(=O)[C@H]1[C@H]2COc3ccc(Br)cc3[C@@H]2N2C(=O)CN(Cc3ccccc3)C(=O)[C@@]12C	2
94	COc1ccc(C(=O)/C=C2\C(=O)Nc3ccc(Br)cc32)cc1	-8
95	Nc1nc(COC(=O)CCC(=O)c2ccc(Cl)cc2)nc(Nc2ccccc2)n1	2
96	C[C@H](CO)N1C[C@H](C)[C@@H](CN(C)C(=O)Nc2ccccc2)Oc2c(NC(=O)Nc3ccccc3)cccc2C1=O	3
97	COc1ccc(CNC(=O)COC(=O)[C@H](Cc2ccccc2)NC(=O)c2cccs2)cc1	2
98	O=C(C=C(O)c1ccc(Cl)cc1)C(=O)NNC(=O)C(O)(c1ccccc1)c1ccccc1	5
99	CC(NC(=O)c1ccc(C(=O)c2ccccc2)cc1)c1ccc(S(N)(=O)=O)cc1 (configuration not stated)	4
100	CC1CN(S(=O)(=O)c2cccc(C(=O)Nc3ccc(S(=O)(=O)NC4=NCCCCC4)cc3)c2)CC(C)O1 (configuration not stated)	4
101	CC1CC(=O)N(CCc2ccccc2)C(=O)C1	5
102	O=C(Nc1cccc(S(=O)(=O)N2CCCCC2)c1)c1ccco1	1
103	CC(=O)C[C@H](O)CC(=O)[C@@H]1OC(=O)[C@H](C)C/C=C\Cc2ccccc21	2
104	CC1CCN(C(=O)COC(=O)c2ccccc2C(=O)c2ccccc2)CC1	7
105	Cc1ccccc1SCC(=O)OCC(=O)N(C)c1c(N)n(Cc2ccccc2)c(=O)[nH]c1=O	3
106	CCOc1ccc(NC(=O)CN(C)C(=O)c2ccc(COc3ccccc3)o2)cc1OCC	5
107	COc1ccc(/C=C/C(=O)OCC(=O)NC2CCCC(C)C2C)c(OC)c1 (configuration not stated)	0
108	COc1ccc(Cl)cc1C(=O)NNC(=O)COC(=O)CC(NC(C)=O)c1ccccc1 (configuration not stated)	6
109	N#CC1(Nc2ccc(C(=O)O)cc2)CCCC1	-5
110	CCN(CC(=O)Nc1ccc(NC(C)=O)cc1)C(=O)CSCC(=O)Nc1ccc(C)cc1	-1
111	COc1cc2c(c(OC)c1OC)-c1ccc(SC)c(=O)cc1C(NC(=O)C(F)(F)F)CC2 (configuration not stated)	9
112	NC(N)=NCCCS(=O)(=O)Nc1ccc(Nc2c3ccccc3nc3cc([N+](=O)[O-])ccc23)cc1	-3
113	Cc1nnc(SCC(=O)N(C)c2ccccc2)n1-n1cccc1	7

Ordered by SMILES length (highest first): some entries from above.
#	smiles	IDE cell activ
93	CCOC(=O)[C@H]1[C@H]2COc3ccc(Br)cc3[C@@H]2N2C(=O)CN(Cc3ccccc3)C(=O)[C@@]12C	2
98	O=C(C=C(O)c1ccc(Cl)cc1)C(=O)NNC(=O)C(O)(c1ccccc1)c1ccccc1	5
113	Cc1nnc(SCC(=O)N(C)c2ccccc2)n1-n1cccc1	7

These rows are one share of the data. The share of hits here may be higher or lower than overall.
